Assay outcomes (PubChem BioAssay)
zVAD death inh: L929 zVAD cell death inhibition | AID 1377 | viability rescue, % at 10 µM | 220,000 tested, 0.38% active | L929 zVAD necroptosis rescue, ATP luminescence, 24 h; with zVAD 60 µM;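 active = activation, scaled between plate controls, above about 75%, limit read from the data; inactive = activation under that limit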;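 note: 0% = zVAD with DMSO and 100% = DMSO alone without zVAD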
EBV gp42 block: blocks Epstein-Barr virus glycoprotein 42 binding. Q1HVG2. Fluorescence polarization binding assay, mP read-out. inhibition, % (tested at 21.74 µM). 220,000 tested, 0.42% active; in the data active = inhibition above about 50%
Runt-SMMHC FRET: inhibitors of human RUNX1 Runt domain binding to CBFb-SMMHC; inhibition, % at 20 µM; AID 1434; Cerulean-Runt/Venus-CBFb-SMMHC FRET ratio 530/480, 1 h; Q01196+Q13951; 220,000 tested, 0.74% active;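 active = mean inhibition across duplicate retests at 20 µM reaching about 50%, limit read from the data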;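 note: 0% = DMSO wells and 100% = wells with excess untagged CBFb-SMMHC; inhibitors lower the FRET ratio by blocking Runt binding to CBFb-SMMHC; some results filed as inactive read as strong as hits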
NCF1 inh: inhibitors of human p47phox binding. P14598. p47phox/p22phox peptide binding, fluorescence polarization, 2 h. inhibition, % at 24.7 µM. 220,000 tested, 0.53% active;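 active = inhibition above about 30%, limit read from the data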;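 note: 0% = p47phox with labelled peptide and 100% = labelled peptide alone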
Runt-CBFb FRET: Runt domain-CBFb interaction inhibition. Cerulean-Runt/Venus-CBFb FRET ratio 530/480, 1 h. inhibition, % at 20 µM. 220,000 tested, 0.46% active;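 active = inhibition over about 50% at 20 µM in the single-dose screen, limit read from the data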;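 note: 0% = DMSO wells and 100% = excess unlabeled CBFb competitor control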
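Measured by: fluorescence energy transfer, 422 nm excitation, 530/480 nm emission; test system: Cerulean-tagged RUNX1 Runt domain (FRET donor) fusion protein; buffer or medium: Tris pH 7.5 buffer with BSA; compound: one dose, 20 µM compound, 1% DMSO; times: two 1 h room-temperature incubations shielded from light; benchmarks: unlabeled CBFb 5 µM, positive control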
MDM2 E3 inh: blocks human Mdm2 ubiquitin ligase activity; AID 1230; Q00987; cell-based MDM2 ubiquitination luciferase reporter, 2 h; 0 = plate control, 100 = twice control, blank-subtracted; 210,000 tested, 0.11% active; signal enhancement, % at 5 µM;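 active = signal enhancement of 30% or more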;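 note: luminescence tracks abundance of the self-degrading MDM2-luciferase fusion protein; higher signal means inhibition of MDM2 E3 ligase activity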
Target sequence (Q00987 whole entry, looked up, the tested form may be a part): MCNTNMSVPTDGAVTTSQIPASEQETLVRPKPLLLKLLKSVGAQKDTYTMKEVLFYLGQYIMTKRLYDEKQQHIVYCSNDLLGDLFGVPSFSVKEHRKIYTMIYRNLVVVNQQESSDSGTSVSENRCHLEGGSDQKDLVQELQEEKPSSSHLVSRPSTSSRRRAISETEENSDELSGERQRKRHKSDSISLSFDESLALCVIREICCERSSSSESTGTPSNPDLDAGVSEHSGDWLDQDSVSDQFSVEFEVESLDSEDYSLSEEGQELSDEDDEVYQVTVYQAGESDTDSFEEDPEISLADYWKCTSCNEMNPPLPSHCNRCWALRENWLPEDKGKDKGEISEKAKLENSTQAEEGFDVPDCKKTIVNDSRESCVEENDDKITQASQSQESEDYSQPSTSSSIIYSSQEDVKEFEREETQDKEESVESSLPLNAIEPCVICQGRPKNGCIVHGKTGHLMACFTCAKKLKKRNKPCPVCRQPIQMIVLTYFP
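Assay system: stable mammalian line carrying autodegrading MDM2–luciferase fusion reporter; amount: 2000 cells seeded into each well; buffer or medium: DMEM; benchmarks: plate control and blank wells; signal: luciferase luminescence; timing: 2 h compound exposure at 37 °C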
Hck Nef HTS: human Hck-Nef kinase inhibition. P08631. 220,000 tested, 0.68% active. Recombinant Hck-YEEI plus Nef, Z-Lyte FRET kinase assay. inhibition, % at 20 µM. AID 463187;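 active = Hck-Nef kinase inhibition above about 50%, limit read from the data; inactive = inhibition below that limit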;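 note: 0% = DMSO with Hck plus Nef and 100% = Hck alone without Nef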
Target sequence (P08631 whole entry, looked up): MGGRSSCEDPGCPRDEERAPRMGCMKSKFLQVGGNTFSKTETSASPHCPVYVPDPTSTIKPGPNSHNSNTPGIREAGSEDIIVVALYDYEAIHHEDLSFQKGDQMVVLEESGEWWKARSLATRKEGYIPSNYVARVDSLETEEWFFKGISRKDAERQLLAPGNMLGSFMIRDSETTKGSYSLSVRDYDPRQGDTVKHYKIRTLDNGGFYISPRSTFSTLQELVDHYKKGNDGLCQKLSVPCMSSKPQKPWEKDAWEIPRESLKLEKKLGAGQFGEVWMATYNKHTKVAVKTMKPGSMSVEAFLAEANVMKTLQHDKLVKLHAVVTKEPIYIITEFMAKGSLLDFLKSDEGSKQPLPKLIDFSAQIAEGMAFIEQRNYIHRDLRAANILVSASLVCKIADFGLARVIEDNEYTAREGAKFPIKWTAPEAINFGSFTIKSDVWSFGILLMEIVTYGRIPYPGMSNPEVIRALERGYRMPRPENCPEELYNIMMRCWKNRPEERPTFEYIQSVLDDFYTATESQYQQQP
14-3-3 Bad inh: disrupts binding of bovine 14-3-3 zeta to phospho-Bad peptide; P63103; TR-FRET 14-3-3zeta/Dy647-pBad peptide displacement, 1 h; inhibition, % at 21.7 µM; 220,000 tested, 0.71% active;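 active = inhibition above about 70%, limit read from the data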;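 note: 0% = full 14-3-3 plus peptide FRET controls and 100% = background without 14-3-3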
TbHK1 inh: T. brucei hexokinase 1 inhibition. inhibition, % at 10 µM. recombinant TbHK1, G6PDH-coupled NADH A340. AID 1430. 220,000 tested, 0.11% active;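 active = inhibition of 50% or more in the single-dose primary screen; inactive = inhibition below 50%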
* hit, by the source's call; nt = not tested or not shown; + = active, no number; [ ] = remark or other dose.

(1) CC(C)(C)NC(=O)C(c1ccncc1)N(Cc1cccs1)C(=O)Cn1nnc(-c2ccc(F)cc2)n1 (stereo not given)
(2) C=CCNc1ccc(F)c(F)c1N1CCCCCC1=O
(3) CCOC(=O)Cn1c(CN2CCc3ccccc3C2)nc2c1c(=O)n(C)c(=O)n2C
(4) CCOc1cc(CNCc2ccncc2)cc(Br)c1OCc1ccc(F)cc1
(5) CCOC(=O)c1ccc(N=c2sc(C(=O)OC)cc(=O)n2C2CC2)cc1
(6) CCCCC(=O)Nc1nnc(-c2ccco2)o1
(7) CN(C)S(=O)(=O)c1ccc(C(=O)NCc2ccccc2)cc1
(8) O=C(O)CSC1CC(=O)N(c2cccc(Cl)c2)C1=O (stereo not given)

Assay by compound,1,2,3,4,5,6,7,8
zVAD death inh,0.8,0.0,1.9,0.0,-0.5,2.3,0.4,-1.4
EBV gp42 block,-11,-19,0,-22,-16,13,-17,-16
Runt-SMMHC FRET,8,0,-2,-6,nt,-1,0,-6
NCF1 inh,-8,-4,5,-10,-10,-1,-13,-4
Runt-CBFb FRET,-10,-1,-2,-6,nt,1,-1,6
MDM2 E3 inh,-5,-21,-16,-22,-2,-22,-13,-24
Hck Nef HTS,9,2,-1,0,3,18,-1,-5
14-3-3 Bad inh,-12,-4,9[fluorescence artefact?],61,-6,-21,2,2
TbHK1 inh,-4,26,-2,-7,2,-1,1,-2

(9) CCOC(=O)c1sc(N=NC2=C(O)CC(C)(C)CC2=O)c(C(=O)OCC)c1C
(10) O=C(c1ccco1)N1CCN(C(=O)N2CCOCC2)CC1
(11) O=C(O)CCC(=O)Nc1sc2c(c1C(=O)Nc1cccc3ccccc13)CCCCC2
(12) Cc1nn(-c2ccccc2)c(C)c1C(=O)NCc1ccc(F)cc1
(13) CCOc1ccccc1NC(=O)NC1CC2CCCC(C1)N2Cc1nnnn1CCc1ccccc1 (stereo not given)
(14) O=C(Cn1cnc([N+](=O)[O-])n1)N/N=C/c1cc(Cl)ccc1O
(15) COC(=O)c1cc(Nc2cc(C)c3ccc(O)cc3n2)cc(C(=O)OC)c1
(16) O=C(NCCc1ccccc1)C(=O)NC1CCCCC1

Assay by compound,9,10,11,12,13,14,15,16
zVAD death inh,0.6,1.1,-0.3,0.3,0.5,58,7.0,1.2
EBV gp42 block,14,-4,-6,-9,-7,-10,-9,-11
Runt-SMMHC FRET,-29,2,41,2,7,2,-5,2
NCF1 inh,-42,-7,1,5,-25,-7,-30,-18
Runt-CBFb FRET,-8,13,20,-1,0,1,0,-1
MDM2 E3 inh,9,-1,-6,7,-10,1,-6,-9
Hck Nef HTS,10,2,-1,3,-5,18,37,1
14-3-3 Bad inh,-2,0[fluorescence artefact?],0,-1,0,-20,-1,11
TbHK1 inh,2,-3,-12,6,-1,-1,-7,-3

(17) CC(C)c1nc(CNC(=O)c2cc(COc3c(F)cccc3F)on2)cs1
(18) CSc1nc(C(=O)N2CCc3c([nH]c4ccccc34)C2c2ccccn2)cs1 (stereo not given)
(19) CCOC(=O)c1c(NC(=S)NCc2ccccc2)sc2c1CCN(C(=O)OCC)C2
(20) Cc1cc(C)cc(CC2CC(=O)N(c3ccc(Cl)cn3)C2=O)c1 (stereo not given)
(21) O=C(O)c1ccccc1C(=O)NNc1ccc(Cl)cc1Cl
(22) O=C(N1CCCCCC1)N1CCN(S(=O)(=O)c2ccccc2)CC1
(23) Cc1cc(Nc2cccc([N+](=O)[O-])c2)c2cccc(C)c2n1
(24) COC(=O)C(O)(NC(=O)OCc1ccccc1)C(F)(F)F (stereo not given)

Assay by compound,17,18,19,20,21,22,23,24
zVAD death inh,-0.5,1.4,-0.3,0.4,0.0,0.4,0.0,-0.4
EBV gp42 block,1,8,-18,-6,5,-12,-9,-19
Runt-SMMHC FRET,1,-4,-2,-1,0,4,0,-2
NCF1 inh,-3,-7,-9,-3,-3,-24,0,-3
Runt-CBFb FRET,-1,-2,1,1,1,2,4,2
MDM2 E3 inh,-27,-13,-18,11,2,-16,-9,-8
Hck Nef HTS,7,33,-26,1,-2,-23,4,-2
14-3-3 Bad inh,-7,5,-4,0[fluorescence artefact?],-6,8,6,12
TbHK1 inh,-4,-4,-22,0,0,6,-54,-2

(25) COc1ccccc1N1C(=O)C2C(C(=O)c3ccccc3)=NN(c3ccc(Br)cc3)C2C1=O (stereo not given)
(26) COc1cc2c(cc1OC)C1(C)N(CC2)C(C(C)=O)=NN1c1ccc(Cl)cc1 (stereo not given)
(27) O=C1CCCC2(O)C1C(c1cccc(Br)c1)NC(=O)N2Cc1ccccc1 (stereo not given)
(28) Cc1ccc(CN2CCCNC2=O)cc1
(29) O=C(NC1CCSC1=O)c1ccc(Cl)cc1 (stereo not given)
(30) Cc1ccc(N2CC(C(=O)Nc3nccs3)CC2=O)cc1Cl (stereo not given)
(31) CCCCNC(=O)C1C2C=CC(C2)C1C(=O)O (stereo not given)
(32) O=C(COC(=O)c1cc[n+]([O-])cc1)Nc1ccc([N+](=O)[O-])cc1

Assay by compound,25,26,27,28,29,30,31,32
zVAD death inh,0.3,0.6,0.0,-0.8,-0.5,45,1.6,1.4
EBV gp42 block,55*,-6,-3,1,-2,-14,-19,-16
Runt-SMMHC FRET,76,-17,-2,-2,-5,1,4,-1
NCF1 inh,-9,1,1,-9,-17,-12,-12,-16
Runt-CBFb FRET,-201,-1,10,3,0,0,0,-1
MDM2 E3 inh,-14,4,1,-14,nt,-4,nt,-12
Hck Nef HTS,-26,-78,-1,-20,-18,1,5,26
14-3-3 Bad inh,-5,-1,7[fluorescence artefact?],-13,-1[fluorescence artefact?],6,-5[fluorescence artefact?],-2
TbHK1 inh,8,-8,-1,-5,-2,-1,-1,-6

(33) N#C/C(=C\c1ccc(-c2ccccc2[N+](=O)[O-])o1)C(=O)N1CCOCC1
(34) COc1ccc(NC(=O)COC(=O)CCNS(=O)(=O)c2ccccc2)cc1OC
(35) COc1ccc(-n2c(=O)c3ccccc3n(CC(=O)NC3CCCCC3)c2=O)c(OC)c1
(36) COc1cc(OC)cc(C(=O)N[C@H](C(=O)NCc2cccs2)C(C)C)c1
(37) CC(/C=C/c1ccccc1)=N/O
(38) CCC(C)N(C)C(=O)c1cc2ccccc2c(-c2ccccc2Cl)n1 (stereo not given)
(39) O=C(Nc1cc(Cl)ccc1Oc1ccccc1)c1ccc(F)cc1
(40) Cc1ccc(S(=O)(=O)N(C)c2ccc(OCC(=O)Nc3cccc(-n4cnnn4)c3C)cc2)cc1

Assay by compound,33,34,35,36,37,38,39,40
zVAD death inh,-0.9,1.1,-0.5,1.5,15,-0.6,0.1,-0.1
EBV gp42 block,22,-10,-12,2,-17,-15,-17,-22
Runt-SMMHC FRET,-6,-1,5,2,2,-1,-6,-7
NCF1 inh,-2,-4,-5,-24,-5,-5,-4,-34
Runt-CBFb FRET,-4,0,3,1,-2,-1,-1,0
MDM2 E3 inh,-6,3,-6,8,-8,-6,-5,-18
Hck Nef HTS,21,0,0,-14,3,20,0,4
14-3-3 Bad inh,-10,-10,-9,-1,-8,1,9,4
TbHK1 inh,-29,2,6,-7,-3,-2,7,-9

(41) COc1ccc(N2CCN(C(=O)CSc3nnc4ncccn34)CC2)cc1
(42) COCCc1ccc(OCC(O)CNC(C)C)cc1 (stereo not given)
(43) Cc1ccc(Cn2ccc(NC(=O)c3cc(-c4ccccc4)on3)n2)cc1
(44) CCOc1cc(/C=N/Nc2cccc(C(=O)O)c2)ccc1OC(=O)c1ccccc1
(45) O=C(/C=C/c1ccccc1)NCC1(c2ccccc2)CCOCC1
(46) Cc1ccc2[nH]c(=O)c(CN(CCN3CCOCC3)C(=O)Nc3ccc(F)cc3)cc2c1
(47) CN1/C(=C/C(=S)NC(=O)C2(C)CC2(Cl)Cl)C(C)(C)c2ccccc21 (stereo not given)
(48) Cc1nn(-c2ccccc2)c(Cl)c1C(=O)Nc1ccc(N2CCOCC2)cc1

Assay by compound,41,42,43,44,45,46,47,48
zVAD death inh,3.0,0.2,-0.1,1.3,-0.4,0.6,1.0,14
EBV gp42 block,-13,-8,2,7,-1,-22,-15,0
Runt-SMMHC FRET,0,-1,-5,-4,0,0,-14,5
NCF1 inh,-14,-2,-6,-2,-6,-6,-76,-11
Runt-CBFb FRET,0,0,0,-3,0,-1,-4,-2
MDM2 E3 inh,-30,nt,-10,-58,nt,-4,-9,-3
Hck Nef HTS,2,-6,0,30,26,0,-3,1
14-3-3 Bad inh,-5,-4,-3,-5,-3,-6,-11,-6
TbHK1 inh,-5,-7,-5,-9,-8,-22,-7,-2

6 entries out of the list above, arranged by the value under Hck Nef HTS, highest first.
No. | mol | EBV gp42 block | Runt-SMMHC FRET | NCF1 inh | Runt-CBFb FRET | Hck Nef HTS | 14-3-3 Bad inh | TbHK1 inh
15 | COC(=O)c1cc(Nc2cc(C)c3ccc(O)cc3n2)cc(C(=O)OC)c1 | -9 | -5 | -30 | 0 | 37 | -1 | -7
18 | CSc1nc(C(=O)N2CCc3c([nH]c4ccccc34)C2c2ccccn2)cs1 (stereo not given) | 8 | -4 | -7 | -2 | 33 | 5 | -4
45 | O=C(/C=C/c1ccccc1)NCC1(c2ccccc2)CCOCC1 | -1 | 0 | -6 | 0 | 26 | -3 | -8
9 | CCOC(=O)c1sc(N=NC2=C(O)CC(C)(C)CC2=O)c(C(=O)OCC)c1C | 14 | -29 | -42 | -8 | 10 | -2 | 2
2 | C=CCNc1ccc(F)c(F)c1N1CCCCCC1=O | -19 | 0 | -4 | -1 | 2 | -4 | 26
34 | COc1ccc(NC(=O)COC(=O)CCNS(=O)(=O)c2ccccc2)cc1OC | -10 | -1 | -4 | 0 | 0 | -10 | 2

Additional records
(49) COc1ccc(CCNC(=O)c2cnc3n(c2=O)CCS3)cc1OC
(50) CCOC(=O)c1c(-c2ccccc2)csc1NC(=O)/C(C#N)=C/c1ccc(O)c(OC)c1
(51) O=S(=O)(c1ccc2c(c1)oc1ccccc12)N1CCOCC1
(52) CCOC(=O)CSc1nc2cc3c(cc2cc1C#N)OCCO3
(53) CN(C(=O)Nc1ccc(Cl)cc1)n1cnc2ccccc2c1=O
(54) Nc1ccc2nc(-c3cccnc3)[nH]c2c1
(55) COc1ccc(N(C)S(=O)(=O)c2cccc(C(=O)Nc3nc4ccccc4[nH]3)c2)cc1
(56) CC(=O)c1c(C)c(C)c2n1CCn1c(C)ccc1-2
(57) COCCNc1nc(Cl)c(C#N)s1
(58) COc1cc(OC)c(NC(=O)CCNC(=O)Cn2cnc3ccccc3c2=O)cc1Cl

Assay by compound,49,50,51,52,53,54,55,56,57,58
zVAD death inh,-0.1,0.4,0.0,0.9,2.0,0.5,-0.4,0.6,3.4,1.2
EBV gp42 block,-13,-66,0,-11,-2,0,-5,0,0,-14
Runt-SMMHC FRET,-4,-318,-1,nt,3,0,2,1,-3,-2
NCF1 inh,-2,-51,-10,-11,-2,-18,-17,-7,4,-5
Runt-CBFb FRET,-1,-131,0,nt,0,0,1,2,-1,-2
MDM2 E3 inh,0,9,-20,-23,-12,-11,-11,nt,6,-4
Hck Nef HTS,1,-6,-1,26,3,0,26,12,19,1
14-3-3 Bad inh,3,-2,+[fluorescence artefact?],-8,1,2,-5,6,-10,7
TbHK1 inh,-1,-3,2,5,31,-27,-4,-18,-3,-2

As entered above:
In EBV gp42 block, `CC(=O)c1c(C)c(C)c2n1CCn1c(C)ccc1-2` is entered as 0
In Hck Nef HTS, `COc1ccc(CCNC(=O)c2cnc3n(c2=O)CCS3)cc1OC` is entered as 1
